Source: PubChem (several laboratories)
CAL PDZ inh: inhibitors of human CAL PDZ peptide binding; purified CAL PDZ, TMR-peptide fluorescence polarization, 1 h; Q9HD26; 330,000 compounds, 0.02% hits; AID 504414; inhibition, % at 20 µM;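 active means highest replicate inhibition of at least 40%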;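 further: plate controls were DMSO neutral control wells for no effect and unlabeled competitor peptide control wells for full effect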
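Material: tagged CAL PDZ domain; buffer or medium: 25 mM sodium phosphate pH 7.4, 150 mM NaCl, TCEP, IgG, Thesit; compound dosing: single point, 20 µM; schedule: 1 h incubation at room temperature before polarization reading; measured by: FP readout, S and P plane fluorescence; read-out basis: percent inhibition from loss of millipolarization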
E coli growth: bacterial growth inhibition, counter-screen for AddAB inhibitors | 330,000 compounds, 0.27% hits | E. coli V3065 growth, OD600 absorbance, 18 h | inhibition, % at 11.9 µM;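 active means inhibition above the campaign's mean inhibition across all tested compounds plus 3 SD, cut at about 9.9% in these data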;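 further: uninfected addAB+ strain grown without phage in ampicillin broth; 0% = DMSO wells and 100% = ciprofloxacin 0.95 µg/ml wells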
Rtt109 Vps75: blocks Candida albicans Rtt109/Vps75 acetyltransferase activity. Q5AAJ8. purified Rtt109/Vps75, ThioGlo CoA-SH fluorescence, 4 h. inhibition, % at 34.9 µM. 330,000 compounds, 0.16% hits. AID 540336;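 active means inhibition of at least 50% in every replicate; inconclusive means best replicate reaches 50% inhibition but some replicates fall short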
Target sequence (Q5AAJ8 whole entry, looked up): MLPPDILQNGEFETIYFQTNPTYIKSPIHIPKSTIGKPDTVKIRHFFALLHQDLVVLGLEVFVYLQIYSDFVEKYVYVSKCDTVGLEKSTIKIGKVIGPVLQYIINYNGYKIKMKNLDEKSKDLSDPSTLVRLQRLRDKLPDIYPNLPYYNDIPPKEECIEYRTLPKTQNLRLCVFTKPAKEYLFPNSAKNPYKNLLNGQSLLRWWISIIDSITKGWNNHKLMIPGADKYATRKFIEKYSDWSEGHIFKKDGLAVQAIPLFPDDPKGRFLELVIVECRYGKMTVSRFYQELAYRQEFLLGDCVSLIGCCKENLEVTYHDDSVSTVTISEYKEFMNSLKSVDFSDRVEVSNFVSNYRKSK
Tat export inh: E. coli Tat transport inhibition | E. coli MC4100 TorA-mCherry Tat export, fluorescence | inhibition, % at 10 µM | AID 488895 | 340,000 compounds, 0.036% hits;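 active means mean replicate inhibition at least 50% and at least half of replicates individually reaching 50%; inconclusive means only one of the two criteria met; inactive means neither criterion met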;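 further: exported cargo escapes ClpAP degradation while cytoplasmic cargo is degraded and loses fluorescence; 0% = median of neutral control wells and 100% = median of NaSCN control wells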
PfHsp90 set2: inhibits growth of yeast expressing Plasmodium falciparum Hsp90; S. cerevisiae expressing PfHsp90, BacTiter-Glo ATP, 48 h; yeast lacking PDR1 and PDR3 efflux regulators; AID 504621; 310,000 compounds, 0.32% hits; inhibition, % at 9.4 µM;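 active means every replicate shows inhibition above about 80%, whatever the replicate mean, limit read from the data; inconclusive means mean inhibition reaches the set limit but some replicate falls short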;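 further: 0% = DMSO neutral controls and 100% = 20 µM radicicol positive controls; yeast relying on Plasmodium falciparum Hsp90 in place of its own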
DAGLB inh: blocks human DAGLB lipase activity; Q8NCG7; inhibition, % at 5.17 µM; 340,000 compounds, 0.059% hits; HEK293T DAGLB membrane lysate, EnzChek fluorogenic substrate; in the data active means inhibition above about 34%;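 further: 0% = enzyme with vehicle and 100% = wells lacking enzyme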
Target sequence (Q8NCG7 whole entry, looked up): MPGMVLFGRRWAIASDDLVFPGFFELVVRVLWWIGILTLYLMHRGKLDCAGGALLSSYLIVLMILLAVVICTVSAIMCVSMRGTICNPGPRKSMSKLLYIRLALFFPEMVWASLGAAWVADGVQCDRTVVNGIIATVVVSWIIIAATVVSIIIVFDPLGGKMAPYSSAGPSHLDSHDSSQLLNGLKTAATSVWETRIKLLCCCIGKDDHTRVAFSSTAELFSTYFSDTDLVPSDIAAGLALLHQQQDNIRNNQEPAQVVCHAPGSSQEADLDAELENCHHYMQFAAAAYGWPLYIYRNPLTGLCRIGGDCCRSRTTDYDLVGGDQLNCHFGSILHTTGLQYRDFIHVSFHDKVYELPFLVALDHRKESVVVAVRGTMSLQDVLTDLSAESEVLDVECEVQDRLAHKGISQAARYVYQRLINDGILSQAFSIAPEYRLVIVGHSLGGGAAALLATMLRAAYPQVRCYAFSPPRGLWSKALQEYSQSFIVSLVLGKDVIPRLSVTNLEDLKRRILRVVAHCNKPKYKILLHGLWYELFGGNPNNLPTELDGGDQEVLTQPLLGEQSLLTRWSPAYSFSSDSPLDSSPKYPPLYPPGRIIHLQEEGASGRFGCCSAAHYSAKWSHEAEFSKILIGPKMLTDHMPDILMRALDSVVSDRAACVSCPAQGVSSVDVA
phage Ecoli inh: E. coli growth loss with phage present; 360,000 compounds, 0.26% hits; growth absorbance; AID 651602; inhibition, % at 11.9 µM; in the data active means inhibition above about 11%
Wnt bcat act: activators of Wnt/beta-catenin signaling; Wnt/beta-catenin reporter cell assay, activator, plate reader; activation, % at 9.35 µM; 300,000 compounds, 1.2% hits; AID 743398; in the data active means activation above about 30%, passing the limit was not always enough; inconclusive means no clear call, values can overlap the other calls;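 further: 0% = neutral control wells and 100% = positive control wells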
PvdQ acylase: P. aeruginosa PvdQ acylase inhibition | purified PvdQ acylase, fluorescence plate reader | 340,000 compounds, 0.063% hits | AID 488965 | inhibition, % at 10 µM; in the data active means inhibition above about 30%, passing the limit was not always enough; inconclusive means no clear call, values can overlap the other calls;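 further: 0% = vehicle neutral wells and 100% = reference inhibitor wells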
AddAB inh: less growth of phage-infected E. coli with AddAB; E. coli expressing H. pylori AddAB, absorbance growth; inhibition, % at 11.9 µM; 330,000 compounds, 0.29% hits; in the data active means inhibition above about 12%;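 further: 0% = vehicle wells of infected cells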
An asterisk follows results filed as active; ? = inconclusive; nt = no result given. No enrichment for hits (roughly 1.9% active in at least one column).

cpd	SMILES	CAL PDZ inh	E coli growth	Rtt109 Vps75	Tat export inh	PfHsp90 set2
1	CC1C(=O)C(C)C(c2ccc(O)cc2)NC1c1ccc(O)cc1 (stereo not drawn)	-0.1	-1.6	7	-14	18
2	COCc1cc(C)nc2sc3c(=O)n(Cc4ccco4)nnc3c12	-1.6	nt	-7	0	-27
3	CCN1CCN(c2ncc3c(n2)CC(c2ccc(OC)c(OC)c2)CC3=O)CC1 (stereo not drawn)	-2.2	1.1	nt	-1	nt
4	CCS(=O)(=O)N1Cc2ccccc2CC1C(=O)Nc1nc2ccccc2[nH]1 (stereo not drawn)	-1.3	-2.8	11	1	nt
5	Cc1c(NC(=O)COC(=O)C23CC4CC(CC(O)(C4)C2)C3)c(=O)n(-c2ccccc2)n1C	-2.2	0.5	1	0	-13
6	CCOC(=O)c1sc2nc(CN3CCN(c4cccc(C(F)(F)F)c4)CC3)[nH]c(=O)c2c1C	-1.1	-0.4	nt	-3	0
7	Cc1ccc(S(=O)(=O)CCC(=O)OC(C)C(=O)N2CCc3ccccc32)cc1 (stereo not drawn)	-0.6	-1.9	2	1	-4
8	COc1cc(-c2nnc3n(CCc4ccccc4)c(=O)c4ccccc4n23)cc(OC)c1OC	-3.2	1.5	3	-6	4
9	O=C1C2CCCCN2C(=O)N1CCCCN1CCN(c2ccc([N+](=O)[O-])cc2)CC1 (stereo not drawn)	nt	-0.8	4	-10	7
10	CCOC(=O)NC(Nc1nc2ccccc2s1)(C(=O)OCC)C(F)(F)F (stereo not drawn)	-3.7	0.1	-6	-2	nt

cpd	DAGLB inh	phage Ecoli inh	Wnt bcat act	PvdQ acylase	AddAB inh
1	0	1.9	1	-18	0.7
2	-1	1.4	0	16	nt
3	3	-3.9	-10	-6	3.1
4	-2	1.6	nt	-8	-1.2
5	0	2.7	0	-9	3.7
6	-2	3.1	-7	5	4.0
7	1	0.7	8	5	0.2
8	-2	2.8	-2	-16	4.5
9	0	1.2	-3	-18	2.1
10	-7	-0.2	nt	-16	1.8

More entries.
cpd	SMILES	CAL PDZ inh	E coli growth	Rtt109 Vps75	Tat export inh	PfHsp90 set2
11	Cc1cccc(C(=O)Oc2coc(CSc3nnc(NC(=O)C4CC4)s3)cc2=O)c1	0.9	0.5	3	5	7
12	COc1ccccc1/C=C/C(=O)OCc1nc2ccccc2c(=O)[nH]1	-2.0	-0.8	-7	-14	-7
13	CC(C)CN1C(=O)c2ccc(C(=O)Nc3ccncc3)cc2C1=O	-1.8	-1.7	9	-2	12
14	Cc1cccc(-n2cnc(C(=O)Nc3cccnc3)c2)n1	0.0	0.8	6	-5	nt
15	CCOC(=O)C1(Cc2ccccc2C(F)(F)F)CCN(C(=O)c2cc(C)n(C)n2)CC1	-3.5	0.3	nt	7	5
16	COc1cccc(-c2cc(C(=O)Nc3nc4ccccc4s3)c3ccccc3n2)c1	0.8	-2.5	-3	1	3
17	O=C(Nc1ccccc1-c1nnc(SCc2ccccc2)o1)c1ccccc1	-0.5	0.2	nt	-1	nt
18	O=C(NCc1ccco1)c1ccc2c(c1)CCO2	0.8	-1.8	3	2	9
19	CCN(Cc1ccccc1)S(=O)(=O)c1ccc2oc(C(=O)O)c(C)c2c1	-0.5	2.2	8	5	-23
20	Cc1nc2c3cc(F)ccc3n(CCN3CCCCC3)c2s1	-3.9	4.5	-2	4	nt

cpd	DAGLB inh	phage Ecoli inh	Wnt bcat act	PvdQ acylase	AddAB inh
11	4	3.3	-6	-4	2.1
12	-3	1.5	1	-1	0.6
13	0	2.4	0	10	0.9
14	0	1.4	nt	-12	3.7
15	0	1.3	19	-18	1.3
16	-8	1.5	nt	7	-0.6
17	-24	3.3	nt	1	0.4
18	-3	2.2	-2	0	-0.9
19	-1	1.6	nt	2	0.8
20	1	-1.6	2	3	2.6

Next part:
cpd	SMILES	CAL PDZ inh	E coli growth	Rtt109 Vps75	Tat export inh	PfHsp90 set2
21	CNC(=O)COC(=O)c1cc2c(s1)CCCC2	1.4	1.8	-3	-5	nt
22	CC1CCCN(CCCNS(=O)(=O)c2cc(Br)cc3c2N(C(=O)C2CC2)CC3)C1 (stereo not drawn)	-2.1	2.0	-4	0	35
23	COc1ccc2ncccc2c1Cc1c(OC)ccc2ncccc12	-1.2	nt	-7	-3	-41
24	O=c1oc2ccccc2cc1-c1csc(Cc2nc(-c3ccc(Cl)cc3)cs2)n1	-0.1	-1.0	5	0	10
25	CCN1C(=O)N(c2ccc(C(C)=O)cc2)S(=O)(=O)c2ccccc21	-0.9	-4.0	nt	2	8
26	Cc1ccc(CSc2ncnc3ccccc23)cc1	-0.1	-1.0	1	-7	-13
27	COc1cc(/C=C/C(=O)NC(C)C)ccc1OCc1ccccc1	-3.6	-0.4	nt	3	9
28	O=[N+]([O-])c1cc(S(=O)(=O)N2CCCCCC2)ccc1Cl	nt	nt	0	0	6
29	CC1CN(S(=O)(=O)c2ccc(C(=O)Nc3nnc(-c4ccc5c(c4)CCCC5)o3)cc2)CC(C)O1 (stereo not drawn)	-0.9	-4.1	-4	-4	-48
30	O=C(NCc1ccco1)c1ccc2c(c1)C(=O)c1ccccc1-2	-0.6	1.2	6	0	-7

cpd	DAGLB inh	phage Ecoli inh	Wnt bcat act	PvdQ acylase	AddAB inh
21	-1	-0.3	-2	-9	3.7
22	-1	0.1	-2	-8	3.2
23	3	2.4	6	-5	nt
24	-3	-3.0	nt	-2	5.8
25	-3	3.5	3	-13	-0.7
26	-4	2.6	1	-1	-1.3
27	0	4.3	-1	-6	-1.6
28	-1	5.3	3	-7	nt
29	0	-2.7	-7	-9	-2.3
30	0	1.0	nt	-5	1.1

Ordered by the number under phage Ecoli inh (falling): some entries from above.
nr	structure	phage Ecoli inh
27	COc1cc(/C=C/C(=O)NC(C)C)ccc1OCc1ccccc1	4.3
22	CC1CCCN(CCCNS(=O)(=O)c2cc(Br)cc3c2N(C(=O)C2CC2)CC3)C1 (stereo not drawn)	0.1
21	CNC(=O)COC(=O)c1cc2c(s1)CCCC2	-0.3
29	CC1CN(S(=O)(=O)c2ccc(C(=O)Nc3nnc(-c4ccc5c(c4)CCCC5)o3)cc2)CC(C)O1 (stereo not drawn)	-2.7
24	O=c1oc2ccccc2cc1-c1csc(Cc2nc(-c3ccc(Cl)cc3)cs2)n1	-3.0

New compounds follow.
cpd	SMILES	CAL PDZ inh	E coli growth	Rtt109 Vps75	Tat export inh	PfHsp90 set2
31	COc1cc(-c2noc(C)c2C(=O)NCCCn2ccnc2)cc(OC)c1OC	0.8	-0.7	-3	-8	3
32	CCOC(=O)c1ccc(NC(=O)CSc2ccc(-c3ccncc3)nn2)cc1	0.0	0.2	-11	-8	nt
33	CC(=O)c1ccccc1OCCn1nnc(-c2ccc(C)cc2)n1	nt	-4.0	9	4	nt
34	Cc1csc(NC(=O)c2cnc3ccccc3n2)n1	-0.9	-1.6	-5	-3	16
35	Clc1ccccc1CNc1ncnc2nc[nH]c12	-0.4	1.6	1	-13	-11
36	CCOC(=O)c1c(C)nc2sc3c(=O)[nH]cnc3c2c1-c1ccc(OC)cc1	-0.7	-1.7	3	1	-26
37	COc1cc(/C=C2\SC(=O)N(c3ccc(Cl)cc3)C2=O)cc([N+](=O)[O-])c1O	0.0	nt	11	-4	-23
38	N=C1/C(=C\c2ccc(OC(=O)c3ccc(F)cc3)cc2)C(=O)N=C2SC(N3CCCC3)=NN12	-0.2	2.7	4	-9	-3
39	CC1CCN(C(=O)CCc2nnc(-c3ccccc3)o2)CC1	-0.9	-0.7	3	-2	-4
40	CN1OC[C@@H]2CN(Cc3ccccc3)[C@H](c3cccc(Oc4ccccc4)c3)C[C@@H]21	-2.8	nt	-5	13	2

cpd	DAGLB inh	phage Ecoli inh	Wnt bcat act	PvdQ acylase	AddAB inh
31	-2	1.9	-3	-1	2.0
32	-2	0.6	0	-7	0.5
33	-9	2.6	2	0	0.8
34	-3	0.1	14	2	0.3
35	3	3.0	-1	-15	-0.2
36	0	3.1	nt	-9	1.2
37	11	4.5	nt	2	nt
38	3	0.3	1	-1	1.5
39	0	5.3	?	-13	-1.3
40	-4	3.4	-1	-19	nt

The list goes on:
cpd	SMILES	CAL PDZ inh	E coli growth	Rtt109 Vps75	Tat export inh	PfHsp90 set2
41	CN(C(=O)/C=C/c1cnc2ccccc2c1)C1CCCCC1	-1.0	1.1	1	5	24
42	C=C[C@@H]1c2cc(C)ccc2N(S(=O)(=O)c2ccc(C)cc2)[C@H](c2ccccc2)C1(C#N)S(=O)(=O)c1ccccc1 (stereo partly drawn)	1.2	0.4	-2	18	-35
43	O=C(CSC1=NS(=O)(=O)c2cc(Cl)ccc2N1)c1ccc(Cl)cc1	-1.0	0.9	-4	-4	-25
44	O=C(CCC1COc2ccccc2O1)Nc1ncccc1O (stereo not drawn)	-1.1	0.9	5	2	7
45	Cc1nn(CC(=O)Nc2ccncc2)c(C)c1[N+](=O)[O-]	-0.5	0.9	-2	9	nt
46	Cc1cc(=O)n2nc(N3CCCC3C(=O)Nc3ccccc3C)sc2n1 (stereo not drawn)	-0.7	0.4	-2	7	-15
47	Cc1ccnc(NC(=O)c2ccc3c(c2)C(=O)N(CC2CCCO2)C3=O)c1 (stereo not drawn)	-0.5	3.5	-2	1	-25
48	COc1ccc(OC)c(C2C(C#N)=C(N)N(N(C)C)C3=C2C(=O)CCC3)c1 (stereo not drawn)	-2.2	-0.5	6	-5	7
49	Cc1cccc(OCC(=O)O/N=C(\N)Cc2ccc([N+](=O)[O-])cc2)c1	-0.1	1.1	-3	2	1
50	CCOC(=O)N1CC=C2C(C#N)=C(N)C(C#N)(C#N)[C@H](c3ccc(OCC)c(OCC)c3)[C@H]2C1	0.7	1.2	-5	-3	5
51	Cc1cccc(NC(=O)N2CCN(Cc3ccc4c(c3)OCO4)CC2)c1C	-2.6	0.6	nt	3	-20
52	S=c1nc[nH]c2c1ncn2C1CCCC1	-1.5	nt	3	-10	9

cpd	DAGLB inh	phage Ecoli inh	Wnt bcat act	PvdQ acylase	AddAB inh
41	0	2.8	24	6	3.1
42	2	-0.2	3	-2	2.8
43	3	3.2	-3	-5	3.0
44	0	1.5	0	2	-0.2
45	1	1.4	2	-8	2.2
46	2	1.2	-4	-10	-0.8
47	0	4.0	1	-8	0.7
48	-1	-0.5	-2	-13	-2.4
49	-3	4.7	-1	-3	0.1
50	-1	4.1	-2	-17	-0.2
51	1	3.0	0	-12	0.0
52	-2	-1.8	3	-9	nt

An excerpt of these results, as tab-separated lines:
nr	molecule	CAL PDZ inh	E coli growth	Rtt109 Vps75	Tat export inh	PfHsp90 set2	DAGLB inh	phage Ecoli inh	Wnt bcat act	PvdQ acylase	AddAB inh
44	O=C(CCC1COc2ccccc2O1)Nc1ncccc1O (stereo not drawn)	-1.1	0.9	5	2	7	0	1.5	0	2	-0.2
43	O=C(CSC1=NS(=O)(=O)c2cc(Cl)ccc2N1)c1ccc(Cl)cc1	-1.0	0.9	-4	-4	-25	3	3.2	-3	-5	3.0
